# GPR55 activation: GPR55 agonists via beta-arrestin recruitment, primary screen, imaging, U2OS cells, beta-arrestin-GFP redistribution (AID 1961); U2OS GPR55 beta-arrestin-GFP redistribution imaging; higher % means a stronger effect; activation, % at 10 µM; hits with a dose series show EC50 in µM; 290,000 tested, 0.048% active;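 active = activation above 40% with more than 50 cells counted in the well; inconclusive = wells holding fewer than 50 cells, flagged as toxic or sparse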;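 also: U2OS osteosarcoma cells stably expressing GPR55 and beta-arrestin-GFP; plate controls were DMSO negative control for no effect and LPI positive control for full effect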
# NTR1 agonist: agonists of NTR1, primary screen, imaging, U2OS cells, beta-arrestin-GFP, high content (AID 493036); NTR1-U2OS beta-arrestin-GFP spot imaging, agonist mode; 330,000 tested, 0.17% active; activation, % at 20 µM;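 active = activation at or above 40% of the spot to cytoplasm intensity ratio, with at least 20 cells analyzed; inconclusive = wells under 20 cells, flagged as cytotoxic or low count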;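 also: 0% = DMSO without peptide and 100% = 100 nM NTR1 peptide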
# Target sequence (P30989 whole entry, looked up): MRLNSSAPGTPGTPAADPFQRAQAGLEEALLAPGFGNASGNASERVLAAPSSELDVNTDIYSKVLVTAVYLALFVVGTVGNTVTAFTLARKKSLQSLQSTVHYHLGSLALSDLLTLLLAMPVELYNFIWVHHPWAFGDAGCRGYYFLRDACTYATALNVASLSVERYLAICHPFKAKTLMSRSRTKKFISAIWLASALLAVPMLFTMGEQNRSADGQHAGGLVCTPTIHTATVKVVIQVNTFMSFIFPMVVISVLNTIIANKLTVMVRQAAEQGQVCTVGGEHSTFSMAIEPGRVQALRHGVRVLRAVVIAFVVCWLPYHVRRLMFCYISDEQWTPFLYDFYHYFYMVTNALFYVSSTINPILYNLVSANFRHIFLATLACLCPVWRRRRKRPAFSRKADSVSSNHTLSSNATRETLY
# Rac1 GTP hydrolysis: MgcRacGAP GTPase-activating activity inhibitors, confirmation, biochemical, ADP Hunter fluorescence | MgcRacGAP-stimulated Rac1 GTP hydrolysis, ADP Hunter fluorescence; higher % means a stronger effect; GST-tagged Rac1 F28L mutant substrate | 340,000 tested, 0.6% active | inhibition, % at 30 µM, or IC50 in µM where a hit was titrated;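 active = first-screen hits whose inhibition reached a set limit at any dose in the follow-up dose series; inconclusive = inhibition above the set first-screen limit but never retested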;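 also: fluorescence reports GDP produced by GAP-driven GTP hydrolysis; strong numbers were not always called active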
# UTI89 phage lysis: inhibition of K1F phage lysis, E. coli UTI89, bacterial capsule biogenesis inhibitors, alamar blue (AID 488966). E. coli UTI89 K1F phage lysis, alamar blue, 2 h; higher % means a stronger effect. one-dose inhibition, % at 100 µM; IC50 in µM for titrated hits. 340,000 tested, 0.02% active;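 active = phage lysis inhibition, versus mean bacterial control, above a set limit; inconclusive = no clear call, values can overlap the other calls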;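 also: capsule biogenesis inhibitors block K1F phage lysis so surviving cells raise fluorescence; higher fluorescence means more inhibition of phage lysis; actives were called in the ten point dose series up to 300 µM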
# GPR35 arrestin U2OS: inhibition of zaprinast-stimulated GPR35 beta-arrestin translocation – imaging, U2OS, beta-arrestin-GFP, zaprinast agonist, primary screen (AID 2058); one-dose inhibition, % at 10 µM; IC50 in µM for titrated hits; 290,000 tested, 0.052% active; U2OS GPR35 beta-arrestin-GFP translocation imaging, zaprinast antagonism; higher % means a stronger effect;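 active = inhibition of at least 50% with at least 30 cells and total cytoplasm GFP at most 10,000,000; inconclusive = under 30 cells or total GFP of 10,000,000 plus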
# GPR55 antagonists: GPR55 antagonists blocking LPI-driven arrestin recruitment, primary screen, imaging, U2OS, beta-arrestin-GFP, LPI agonist (AID 2013); U2OS GPR55 beta-arrestin-GFP translocation imaging, LPI antagonism; higher % means a stronger effect; inhibition, % at 10 µM; hits with a dose series show IC50 in µM; 290,000 tested, 0.13% active;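 active = spots per cell inhibited over 60%, with over 100 cells counted and total cytoplasm intensity under 500,000; inconclusive = wells with under 100 cells, flagged as likely toxic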;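 also: U2OS cells stably carrying GPR55 and arrestin-GFP stimulated by 5 µM LPI near EC80; imaged beta-arrestin-GFP aggregate spots per cell after agonist stimulation; plate controls were LPI-stimulated DMSO wells for no effect and DMSO wells without LPI for full effect; some results filed as inactive read as strong as hits; confirmed hits need IC50 under 10 µM and bright autofluorescent wells are also inconclusive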
# NOD1 NF-kB reporter: NOD1 signaling inhibitors, primary screen, cell-based, luminescence, uHTS (AID 1578) | NOD1-driven NF-kB luciferase reporter cells, luminescence; higher % means a stronger effect | one-dose inhibition, % at 4 µM; EC50 in µM for titrated hits | 290,000 tested, 1% active; in the data active = inhibition mostly above about 36%, no sharp cut-off; inactive = mostly below about 34%;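 also: HEK-293T reporter cells stimulated with the NOD1 agonist gamma-tri-DAP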
# KOR beta-arrestin-1: kappa opioid receptor blockers – cell-based, luminescence, uHTS (AID 1778) | KOR beta-arrestin recruitment, luminescence, antagonist mode; higher % means a stronger effect | 290,000 tested, 0.091% active | inhibition, % at 10 µM; hits with a dose series show IC50 in µM; in the data active = inhibition above about 50%; also: strong numbers were not always called active
# KOR beta-arrestin-2: KOR agonists, beta-arrestin recruitment, primary screen, cell-based, luminescence, uHTS (AID 1777). activation, % at 10 µM, or EC50 in µM where a hit was titrated. 280,000 tested, 0.02% active. KOR beta-arrestin recruitment, luminescence; higher % means a stronger effect; in the data active = activation above about 50%, passing the limit was not always enough; also: a part of the inactive calls stands beside numbers as strong as those of hits
# NTR1 agonist cell count 20 µM: second read-out of NTR1 agonist, no call of its own (marks repeat the call); cell count; measured here: cell count, cytotoxicity flag
# Starred values were filed as active, the others as inactive; ? = inconclusive; · = not tested or not shown; [ ] = remark or other dose.
SMILES,GPR55 activation,NTR1 agonist,NTR1 agonist cell count 20 µM,Rac1 GTP hydrolysis,UTI89 phage lysis,GPR35 arrestin U2OS,GPR55 antagonists,NOD1 NF-kB reporter,KOR beta-arrestin-1,KOR beta-arrestin-2
C/C(=C\c1ccccc1)C(=O)Nc1nccs1,0.4%,·,·,12%,0.2%,4%,10%,-52%,-3%,-2.4%
Cc1[nH]c2ccccc2c1C1=CN2CCS(=O)(=O)N=C2S1,-0.3%,0.8,66,4%,0.6%,17%,12%,-4%,1%,1.1%
Cc1cc(C)cc(C(=O)NC(CC(N)=O)c2ccc(N3CCN(c4ccccn4)CC3)c([N+](=O)[O-])c2)c1 (stereo not drawn),-0.2%,-1.6,94,3%,-0.1%,-5%,1%,-13%,-8%[20 µM],2.9%
COC(=O)c1c(O)c2ccccc2[nH]c1=O,0.0%,0.1,73,4%,1.3%,10%,-4%,15%,-12%,-7.2%
N/C(=N\OC(=O)c1ccc2ccccc2c1)c1ccccc1Cl,10%,2.4,64,12%,-0.7%[50 µM],-12%,8%,-41%,-22%,-1.3%
Cc1csc(NC(=O)Cn2nc(C)c([N+](=O)[O-])c2C)n1,0.7%,-0.3,44,9%,0.2%,10%,16%,-21%,17%,0.3%
CCN(CC)Cc1c(C(=O)N/N=C/c2ccc(C)o2)nnn1-c1nonc1N,-0.1%,0.2,53,7%,0.6%,-1%,-8%,-25%,8%,-3.3%
CCc1n(CC(O)COCC2CC=CCC2)c2ccccc2[n+]1C (stereo not drawn),-0.3%,1.1,60,4%,0.1%,5%,6%,-19%,0%[20 µM],-0.8%
O=C(CSc1nnc(NC(=O)c2c(F)cccc2F)s1)NC1CCCCC1,-0.2%,0.3,51,4%,0.8%,2%,15%,-11%,-5%,3.6%
CC1CN(CCCOc2ccc([N+](=O)[O-])cc2)CC(C)O1 (stereo not drawn),0.1%,1.5,24,20%,5.6%,-3%,22%,-12%,-16%,0.4%
COc1cc(CCC(=O)OCC(=O)Nc2cccc(S(=O)(=O)N(C)C)c2)cc(OC)c1OC,0.4%,-1.8,70,3%,-3.9%,-6%,5%,-13%,15%,-1.0%
OCCC1CN(Cc2cn[nH]c2C2CCCCC2)CCN1C1CCCCC1 (stereo not drawn),-0.1%,1.8,35,8%,0.8%,16%,8%,-32%,-4%[20 µM],·
O=C(CCC(=O)OCC(=O)c1ccccc1)Nc1cccc2cccnc12,-0.3%,1.0,64,-2%,0.2%,-9%,7%,4%,-15%,5.9%
CCn1c(C(=O)O)c(CC(=O)Nc2ccccc2F)c2ccccc21,0.2%,0.3,95,3%,1.0%,11%,0%,-36%,-10%,-3.1%
COc1cc(-c2n[nH]c(=S)n2/N=C/c2cccn2C)cc(OC)c1OC,-0.1%,0.8,52,22%,0.0%,-6%,8%,-1%,8%,0.2%
COC(=O)c1ccccc1NC(=O)CSCC(=O)Nc1ccccc1OC,-0.1%,-0.1,65,1%,0.0%,9%,24%,0%,-9%,0.5%
Cc1ccc(NS(=O)(=O)c2ccc(NC(=O)CN(c3cc([N+](=O)[O-])ccc3C)S(C)(=O)=O)cc2)c(C)c1,-0.3%,5.3,76,2%,0.4%,-5%,7%,-34%,23%,0.6%
CNS(=O)(=O)c1cc(NC(=O)c2cnc(SC)n2-c2ccccc2)ccc1C,-0.2%,3.7,41,7%,0.2%,-17%,-12%,-35%,-17%,0.3%
O=C1C(Cc2cccc([N+](=O)[O-])c2)S/C(=N/N=C/c2ccco2)N1c1ccccc1 (stereo not drawn),0.5%,0.1,59,3%,4.5%,0%,0%,-25%,17%,-0.7%
Cc1ccc(C)c(N(CC(=O)NC2CCCC2)C(=O)CCC(=O)Nc2nccs2)c1,-0.2%,-1.0,65,0%,-0.2%,-10%,4%,-21%,-26%,7.1%
Cc1ccc(S(=O)(=O)/N=C(\c2ccccc2)N(C)S(=O)(=O)c2ccccc2)cc1,0.2%,2.5,49,6%,1.8%,-7%,10%,-9%,·,1.1%
O=C1CC(c2ccccc2)c2cccc(F)c21 (stereo not drawn),-0.3%,2.3,87,9%,0.0%,2%,5%,-4%,-20%,-4.1%
Cc1ccc(N(CC(=O)Nc2ccc(-c3nc4ccc(C)cc4s3)cc2)S(C)(=O)=O)cc1,-0.1%,2.6,49,2%,0.1%,2%,9%,-65%,-10%,-1.2%
CC1=Nn2c(nc(-c3ccccc3)c2-c2ccccc2)N(CC(N)=O)C(=O)C1,-0.2%,0.2,59,4%,0.4%,-4%,8%,-5%,-12%,-8.0%
Cc1cc(C)cc(NC(=O)Nc2ccc(Cl)cn2)c1,-0.1%,0.9,93,7%,0.0%,8%,12%,4%,-33%,-6.0%
Cc1ccc(S(=O)(=O)N(CC(=O)NCc2ccncc2)Cc2ccccc2F)cc1,0.5%,-0.4,53,1%,0.1%,5%,-4%,29%,22%,-0.2%
Fc1c(F)c(F)c(N/N=C/c2c[nH]c3ccccc23)c(F)c1F,0.3%,11,65,4%,-1.2%[50 µM],47%,1%,87%*,1%,-2.9%
O=C(COc1ccc2c(C(F)(F)F)cc(=O)oc2c1)Nc1ccc(N2CCOCC2)cc1,-0.1%,-0.9,98,7%,-0.1%,-7%,0%,-12%,13%,-3.3%
COc1cc(C(C2C(=O)CC(C)(C)CC2=O)C2C(=O)CC(C)(C)CC2=O)cc(OC)c1OC,0.0%,-1.1,100,·,-0.5%[50 µM],-7%,-4%,-15%,-15%,0.7%
CCC(=O)Nc1cccc(NC(=O)CSc2nnc(C(C)C)n2CC)c1,0.3%,-1.8,97,1%,7.7%,8%,7%,-3%,1%,1.8%
CCOc1cc2c(cc1/C=C/C(=O)O)OC(C)C2 (stereo not drawn),0.7%,-0.9,64,14%,-0.2%,6%,9%,-4%,7%,·
COc1ccc(CCNC(=O)CC(=O)NCCc2ccc(OC)cc2)cc1,-0.1%,-0.9,59,6%,1.1%,4%,0%,-27%,-25%,2.1%
Cc1ccc(CNC(=O)C2CCC(=O)N2Cc2ccc(C)cc2)cc1 (stereo not drawn),0.8%,0.3,80,3%,0.1%,1%,2%,0%,-3%,-1.0%
Cc1ccc(-n2ncc3c(SCc4cccc(C)c4)ncnc32)cc1,0.1%,-0.3,78,2%,1.4%,-1%,10%,-13%,7%,-1.9%
Cc1c(Cl)cccc1NC(=O)COC(=O)c1c2c(nc3ccccc13)CCN(Cc1ccccc1)C2,0.7%,10,56,-1%,4.6%,5%,15%,54%,17%,6.0%
COc1ccc(-c2ccnc3nc(Sc4ncc(C(F)(F)F)cc4Cl)nn23)cc1,0.8%,9.1,75,11%,1.5%,0%,1%,13%,-9%,-1.2%
CCc1ccccc1NC(=O)COc1ccc(C(=S)N2CCCC2)cc1,-0.9%,2.7,45,5%,3.7%,-3%,-10%,-9%,-30%,4.8%
CCCC(c1nnnn1Cc1cccs1)N1CCN(C)CC1 (stereo not drawn),0.0%,-0.3,33,5%,0.4%,20%,8%,-20%,-41%[20 µM],0.0%
CCCn1c(N)c(C(=O)CSc2nnc(Cc3ccccc3)o2)c(=O)n(C)c1=O,-0.2%,1.7,89,0%,0.3%,-16%,-10%,-5%,-5%,-2.4%
O=C(O)c1c[nH]ccc1=O,0.3%,-1.3,63,3%,-0.1%,2%,-2%,26%,-15%,2.1%
CCCCOC(=O)Cn1c2ccc(OC)cc2c2nc3ccccc3nc21,0.3%,-1.2,94,1%,0.1%,4%,2%,-52%,-13%,2.3%
COc1ccc(CNC(=S)N2CCN(S(=O)(=O)c3cccc(F)c3)CC2)cc1,-0.1%,1.3,108,11%,-0.7%[50 µM],2%,1%,-5%,21%,2.6%
CC1(C)CC(OC(=O)c2ccco2)CC(C)(C)N1O,0.0%,1.5,55,10%,0.0%,-4%,16%,-35%,2%,-5.6%
O=C(O)/C=C\C(=O)Nc1ccc(N2CCN(c3ccc(F)cc3)CC2)cc1,0.1%,0.1,92,11%,-0.7%,1%,-8%,3%,-30%,9.2%
O=C(CCCN1C(=O)/C(=C\c2cccs2)SC1=S)Nc1cccc(C(=O)O)c1,0.4%,0.1,49,-3%,0.0%,0%,-1%,0%,22%,-0.9%
COc1ccc(-c2ccc(Nc3ccc(C(=O)N4CCOCC4)cc3)nn2)cc1OC,0.2%,0.9,45,9%,5.2%,-18%,9%,-19%,-57%,3.2%
Cc1cc(C)c(C#N)c(SCC(=O)Nc2ccc3c(c2)OCO3)n1,0.3%,-1.0,90,4%,0.2%,13%,13%,-30%,-4%,-1.0%
Cc1cccc(NC(=O)c2sccc2-n2cccc2)c1C,-0.1%,-1.9,70,8%,4.1%,15%,32%,2%,-7%,-6.3%
O=C1S/C(=C\c2ccc(N3CCOCC3)o2)C(=O)N1Cc1c(F)cccc1Cl,-2.3%,-2.1,36,31%,0.5%,?,?,40%,21%,1.3%
Cc1ccc(OC(C)C(=O)Nc2ccc(S(=O)(=O)N3CCOCC3)cc2)cc1 (stereo not drawn),-0.1%,1.8,67,8%,0.9%[50 µM],-2%,6%,-27%,-3%,3.9%
O=C(O)Cc1ccc(NC(=O)Nc2cccc(Cl)c2)cc1,0.7%,0.3,89,9%,-1.2%,12%,7%,-22%,1%[20 µM],-4.8%
CCC(C(=O)NCC1CCCO1)N(C(=O)c1snc(C(N)=O)c1N)c1ccc(Cl)cc1 (stereo not drawn),-0.1%,1.8,55,10%,0.0%,-11%,-8%,-23%,-4%,2.0%
CS(=O)(=O)N1CCc2cc(S(=O)(=O)N3CCCCC3)ccc21,0.5%,0.4,53,6%,-1.0%,-2%,-2%,-23%,-27%,8.1%
CC(C)(C)C(=O)n1nc(-c2ccccc2)oc1=O,-0.2%,-0.3,82,10%,1.4%[50 µM],-2%,-6%,-33%,-1%,1.0%
O=C(CCN1C(=O)COc2ccccc21)N1CCN(c2ccccc2)CC1,-0.3%,3.5,56,-2%,2.8%,-3%,3%,-19%,-7%,-5.2%
O=C(NCc1cccs1)c1cc2ccccc2o1,-0.1%,-1.8,82,7%,-0.2%,4%,-6%,-39%,3%,-3.9%

# From PubChem

# An excerpt; the hit share may differ from the screen's.
